# Shiga inhibitor = A qHTS for Small Molecule Inhibitors of Shiga Toxin; Vero cells, Shiga toxin protein synthesis inhibition reporter; inhibition, % at 38.7 µM; 290,000 compounds, 9.2% hits; AID 2315, 2010; in the data active means inhibition mostly above about 28%, no sharp cut-off; inactive means mostly below about 43%; further: 0% is about no effect
# Tb PYK inh = qHTS of Trypanosoma Brucei Inhibitors. AID 624173, 2012. Potency, µM (series often up to 76.8 µM), inactives show top-dose activity, negative = inhibition, hits mostly inhibitors. 410,000 compounds, 0.12% hits. pyruvate kinase (Trypanosoma brucei), Q57TT1. TbPYK enzyme, Kinase-Glo Plus ATP luminescence, 45 min; further: potency means the concentration at half of the fitted maximal effect; on the % scale 0 is the no-effect control and ±100 the full control effect; nearly all actives have a fitted effect of over 50% in size
#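 Quantitative HTS: titrated library compounds versus trypanosomal pyruvate kinase in TEA buffer (pH 7.2) containing KCl, MgCl2, BSA and Tween-20. Reactions were initiated with ADP, 130 uM final. Kinase-Glo Plus luminescence was read after 45 min at RT.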
# Pf growth 96h = Primary qHTS for delayed death inhibitors of the malarial parasite plastid, 96 hour incubation; P. falciparum luciferase reporter growth, 96 h; Potency, µM (top dose mostly 28.7 µM), for inactives: top-dose activity change, negative = inhibition, most hits filed as inhibitors; 320,000 compounds, 6.9% hits; AID 504834, 2011; further: potency means the concentration at half of the fitted maximal effect; on the % scale 0 is the no-effect control and ±100 the full control effect
#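 Compounds incubated with erythrocytes infected by luciferase-expressing P. falciparum (2% hematocrit, 0.05% parasitemia final) for 96 hours, 37 C in 5% CO2. Growth inhibition scored as decreased luciferase luminescence.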
# Cycloheximide cs = Cycloheximide Counterscreen for Small Molecule Inhibitors of Shiga Toxin; cell reporter, cycloheximide protein synthesis inhibition counterscreen; max response, %; 300,000 compounds, 12% hits; AID 2314, 2010; in the data active means max response mostly above about 13%, no sharp cut-off; inactive means mostly below about 14%; further: read at 38.3 µM for the half of the compounds with a filed dose; 0% is about no effect
# HCV inh = qHTS Assay for Inhibitors of Hepatitis C Virus (HCV). Huh7.5.1 HCVcc-Cre infection, luciferase reporter, 44 h. Potency, µM (top dose mostly 41.8 µM), for the others: top-dose activity change, negative = inhibition, hits mostly inhibitors. 340,000 compounds, 3.4% hits. AID 651820, 2012; further: potency means the concentration at half of the fitted maximal effect; on the % scale 0 is the no-effect control and ±100 the full control effect
#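 Infectious HCVcc-Cre (~0.5 moi) was added to cells just after compound, with cells seeded 4 h earlier at 1,000 per well. Luciferase activity after 44 h culture reported infection; substrate was incubated 15 min at room temperature before reading.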
# LmPK inh = qHTS Assay for Inhibitors of Leishmania Mexicana Pyruvate Kinase (LmPK); Q27686; purified LmPK, Kinase-Glo ATP luminescence, 1 h; Potency, µM (top dose mostly 57.5 µM), for inactives: at the top dose activity change, negative = inhibition, most hits filed as inhibitors; 290,000 compounds, 0.37% hits; further: potency means the concentration at half of the fitted maximal effect; on the % scale 0 is the no-effect control and ±100 the full control effect
# Target sequence (Q27686 whole entry, looked up): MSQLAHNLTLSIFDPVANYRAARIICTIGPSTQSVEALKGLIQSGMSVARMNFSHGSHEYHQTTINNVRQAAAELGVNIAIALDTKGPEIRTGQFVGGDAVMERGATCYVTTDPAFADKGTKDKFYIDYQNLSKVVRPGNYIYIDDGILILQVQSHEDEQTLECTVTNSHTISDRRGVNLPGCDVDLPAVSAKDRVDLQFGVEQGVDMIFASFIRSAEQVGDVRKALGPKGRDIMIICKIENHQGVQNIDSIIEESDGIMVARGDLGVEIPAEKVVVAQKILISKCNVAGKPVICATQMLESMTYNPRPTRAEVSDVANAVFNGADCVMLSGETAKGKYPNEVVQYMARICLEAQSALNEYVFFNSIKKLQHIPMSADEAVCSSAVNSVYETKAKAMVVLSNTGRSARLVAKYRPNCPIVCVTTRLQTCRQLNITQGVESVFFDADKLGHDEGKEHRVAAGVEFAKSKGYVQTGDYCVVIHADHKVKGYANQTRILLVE
#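 In 50 mM imidazole pH 7.2 with 7 mM MgCl2, LmPK (0.1 nM) turned over PEP (0.5 mM) and ADP (0.1 mM) for 1 h at room temperature. Luciferase read-out of ATP.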
# Pf growth 48h = Primary qHTS for delayed death inhibitors of the malarial parasite plastid, 48 hour incubation; 310,000 compounds, 5.9% hits; Potency, µM (titrated, usually from 28.7 µM), for inactives: at the highest dose activity change, negative = inhibition, most hits filed as inhibitors; P. falciparum luciferase growth in erythrocytes, 48 h; AID 504832, 2011; further: potency means the concentration at half of the fitted maximal effect; on the % scale 0 is the no-effect control and ±100 the full control effect
#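 Compounds are pin-transferred into medium, infected erythrocytes (2% hematocrit, 0.1% parasitemia final) are added, and plates sit one parasite generation at 37 C in 5% CO2. Detection reagent is then added and luminescence measured.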
# * hit, by the source's call; i = inactive; ? = inconclusive; nt = no result given; & = joins results of further samples; [ ] = remark or other dose. Unless noted, the call rests on the fitted dose curve; in most records, active means well fitted curve in the direction sought with a large enough effect; inconclusive means small, poorly fitted or top-dose-only effect, or another doubt; inactive means no such curve, though single readings can be large; an effect the other way counts as inactive or inconclusive.
SMILES,Shiga inhibitor,Tb PYK inh,Pf growth 96h,Cycloheximide cs,HCV inh,LmPK inh,Pf growth 48h
O=C(OC(C(=O)NCC1CCCO1)c1ccccc1F)c1ccco1 (configuration not stated),-12,-10%,nt,-4,13%,7%,3%
COc1ccc(CCN2CC(C(=O)NCCN3CCCC3=O)CCC2=O)cc1 (configuration not stated),-2,-12%,5%,-3,-4%,-1%,?
COc1ccc(/C=N/NC(=O)C(=O)N2CCCCCC2)cc1O,30,-5%,-100%,17,0%,-3%,0%
CN(C(=O)C1CCC(=O)N(Cc2cccc(F)c2)C1)C1CCCCC1 (configuration not stated),121*,1%,32%[activator],87*,11%,-9%,0%
O=C(O)CCN(CCC(=O)O)S(=O)(=O)c1ccccc1,-19,-4%,?,-3,17%,2%,14%
O=c1c2ccccc2nc2n1CCO2,3,-9%,13%,-2,30%,-1%,nt
CCOC(=O)C1CCN(CC(C)(C)NS(=O)(=O)c2ccc(Cl)cc2)CC1,-22,5%,15%,6,6%,-2%,23%
COC(=O)COc1nc(C)c(Br)c(OC)n1,-15,-4%,36%[activator],-2,3%,0%,5%
O=C(C1CCN(C2CCN(Cc3ccc4c(c3)CCO4)CC2)CC1)N1CCOCC1,-12,-2%,12µM*,-3,?,-2%,14%
Cc1ccccc1C(=O)NNC(=O)c1cccc([N+](=O)[O-])c1,-3,-1%,-20%,1,18%,1%,14%
CCOc1ccc(-n2cnc3sc(C)c(C)c3c2=O)cc1,-6,0%,-6%,-2,-11%,1%,-4%
CCCCN(C(=O)CSc1nn(-c2ccc(F)cc2)c(=S)s1)c1c(N)n(CCCC)c(=O)[nH]c1=O,nt,1%,13µM*,nt,?,nt,?
COc1ccc(CNC(=O)c2csc(Cc3ccccc3)n2)cc1,64*,0%,62%[activator],21*,24%,3%,1%
Cc1ccc(C(=O)C2CCN(S(=O)(=O)c3ccccc3C(=O)O)CC2)cc1,-3,1%,14%,-2,25%,4%,10%
O=C(N/N=C/c1cc2c(cc1Cl)OCO2)c1ccc2c(c1)OCCO2,70*,-5%,?,42*,-20%,1%,0%
COCc1cc(Sc2c(Cl)cccc2Cl)nc(-c2ccccc2)n1,-44,-4%,?,-1,-16%,3%,-2%
COc1ccc2[nH]cc(CCCN3C(=O)c4ccccc4C3=O)c2c1,33,6%,35%[activator],-3,-24%,5%,4%
O=C(c1ccco1)N(CCO)Cc1cc2cc3c(cc2[nH]c1=O)OCO3,5,-9%,-1%,3,-19%,5%,34%[activator]
Cn1c(=O)[nH]c(=O)c2c1nc(OC(=O)c1ccccc1)n2CC(O)COc1ccc(F)cc1 (configuration not stated),-31,1%,-2%,2,?,3%,-6%
O=C(COC(=O)[C@@H]1CC(O)CN1S(=O)(=O)c1ccc(Cl)cc1)NC(=O)NCc1ccccc1 (some centres not stated),nt,0%,27%,nt,2%,nt,35%[activator]
COc1cc(/C=C2/C(=O)ON=C2C)ccc1OCc1ccccc1F,145*,-6%,52%[activator],76*,-14%,-7%,22%
Cc1ccc(OCC(=O)N2CCN(Cc3ccc([N+](=O)[O-])cc3)CC2)cc1,-1,-6%,13%,-5,?,-6%,-18%
COc1ccc(CCNC(=O)C(=O)NN=C2CCCCCCC2)cc1OC,10,-1%,8%,-1,-6%,-8%,1%
O=C(NCC(=O)N(CC1CCCO1)C(C(=O)NC1CCCCC1)c1cccnc1)c1cccs1 (configuration not stated),-13,3%,-8%,4,17%,4%,-12%
CCOc1ccc(NC(=O)CCNC(=O)C2CCN(S(=O)(=O)c3ccccc3)CC2)cc1,-4,0%,?,-2,11%,-11%,-13%
Cc1cc(OC(=O)c2c(Cl)cccc2Cl)nc(C)n1,2,0%,9%,-1,-17%,-1%,22%
Cc1cc(NS(=O)(=O)c2ccc(NC(=O)c3cc(-c4cccnc4)nc4ccc(Cl)cc34)cc2)no1,-12,1%,26%,-4,52%[activator],7%,1%
COc1ccc(OC)c(-c2csc(N3CCC(c4ccccc4)CC3)n2)c1,-4,3%,19%,0,21%,1%,19%[5.75 µM]
CNC(=S)N(CCc1ccccc1)Cc1cc2cc(OC)c(OC)cc2[nH]c1=O,-6,-18%,?,-1,1%,0%,?
CC(Oc1ccc(F)cc1)c1ccnc2nc(/N=C/N(C)C)nn12 (configuration not stated),16,1%,?,2,14%,-2%,?

# Compound profiles, as listed above. Screens in order: Shiga inhibitor	Tb PYK inh	Pf growth 96h	Cycloheximide cs	HCV inh	LmPK inh	Pf growth 48h
# CCOC(=O)C1CCN(CC(C)(C)NS(=O)(=O)c2ccc(Cl)cc2)CC1 as listed: -22	5%	15%	6	6%	-2%	23%
# O=C(OC(C(=O)NCC1CCCO1)c1ccccc1F)c1ccco1 (configuration not stated) as listed: -12	-10%	nt	-4	13%	7%	3%

# The listing continues.
SMILES,Shiga inhibitor,Tb PYK inh,Pf growth 96h,Cycloheximide cs,HCV inh,LmPK inh,Pf growth 48h
COc1cc(NC(=O)c2cccs2)ccc1NC(=O)Cc1ccccc1,12,-5%,?,14,?,7%,-7%
COc1cccc(-c2csc(N3CCN(Cc4ccccc4)CC3)n2)c1,32,-22%,nt,18*,-5%,-5%,?
CC(C)Cn1c(=O)c2ccccc2n2c(CCC(=O)O)nnc12,0,1%,-8%,-3,7%,2%,-11%
NC(=O)C(CC(=O)O)NC(=O)[C@@H]1CCCNc2c(I)cc([N+](=O)[O-])cc2C(=O)N[C@@H](CO)C(=O)N[C@@H](Cc2ccc(O)cc2)C(=O)N1 (some centres not stated),-16,-6%,8%,-3,-4%[8.37 µM],0%,13%
CN(C)c1nc(N(C)C)nc(N(C#N)Cc2ccc(Cl)cc2)n1,-7,0%,13%,-1,?,-1%,?
CCCc1cc(=O)[nH]c(SCC(=O)N2CCC(C)CC2)n1,-7,-1%,36%[activator],-2,1%,-3%,7%
O=C(NC1CC(=O)N(c2ccc(Cl)cc2)C1)C1CC1 (configuration not stated),nt,11%,25%,nt,-2%[8.37 µM],nt,14%
COc1ccc2oc(C(=O)OCC(=O)N(C)CC(=O)Nc3ccc(C)cc3)c(C)c2c1,nt,0%,20%,nt,?,nt,9%
COc1cccc(OC)c1C(=O)Nc1ccc2c(c1)Cc1ccccc1-2,10,1%,-1%,10,0%,4%,8%
O=C(CSCc1ccc(Cl)cc1)Nc1ccc2c(c1)OCCO2,96*,3%,37%[activator],36,-6%,2%,43%[activator]
O=C(Nc1ccc(Br)cn1)c1cccc(C(=O)Nc2ccc(Br)cn2)c1,12,0%,9%,2,8%,1%,nt
CCOc1ccc(NC(=S)NC(=O)c2ccco2)cc1,85*,-4%,111%[activator],62*,-5%,-7%,52%[activator]
COc1ccccc1-c1nc(SCC(=O)N2CCC(C(N)=O)CC2)n[nH]1,nt,-6%,-47%,nt,7%,nt,-11%
COc1ccc(-n2c(-c3ccco3)nc3c(cnn3-c3ccc(C)cc3)c2=O)cc1,-8,3%&1%,?,1,?,10%,?
CC(=O)N1CCN(Cc2nc3cc(NC(=O)C4CCCCC4)ccc3n2C)CC1,-7,5%,1.9µM*,-3,6%,3%,-23%
CC1=C(C#N)C(Nc2cccc(C)n2)(C(F)(F)F)C(=O)N1 (configuration not stated),-8,-2%,nt,-5,12%,3%,-10%
Nc1nc(NCc2c(F)cccc2Cl)nn1-c1ccccc1,56*,-5%,nt,25*,-28%,-1%,27%
O=C(C1CCN(Cc2cn[nH]c2-c2ccc(F)cc2F)CC1)N1CCOCC1,-13,-10%,-12%,-3,31%[activator],-3%,45%[activator]
CCOC(=O)c1[nH]ncc1CN1CCN(Cc2ccccc2)C(CCO)C1 (configuration not stated),2,2%,i,-3,8%,2%,20%
O=C1C=C(c2cccc3c2sc2ccccc23)C[C@@H](c2ccc(F)cc2)C1,nt,-1%,0%,nt,6%,nt,?
CC(=O)Nc1ccc(NC(=O)CCc2c(C)noc2C)cc1,nt,1%,3%,nt,?,nt,?
C=CCC(C)(NCc1ccccc1)c1ccccc1 (configuration not stated),-6,0%,7%,-2,9%,5%,?
CCOc1ccc(-n2c(N)c(C(=O)N3CCN(C)CC3)sc2=S)cc1,-6,-2%,?,-4,-2%,-1%,9%
CCCS(=O)(=O)c1snnc1C,-8,-2%,18%,1,23%,0%,nt
Cn1c(=O)c2c(ncn2CC(=O)OCC(=O)NCc2ccc(Cl)cc2)n(C)c1=O,-2,1%,10%,0,18%,3%,33%[activator]
Cc1c(-c2nc(N)nc(Nc3ccccc3)n2)oc2ccccc12,77*,-6%,?,39*,?,8%,-47%
CC(C)(C)NC(=O)C1CCN(S(=O)(=O)c2ccc(Br)cc2)CC1,-4,2%,-10%,-2,13%,-14%,9.3µM*
COc1cc(-c2noc(C)n2)cc(OC)c1OC,-10,2%,21%,9,-29%,1%,35%[activator]
CCC(C)(C(=O)NC1CCCCC1)N(CC1CCCO1)C(=O)Cc1cccs1 (configuration not stated),-1,-6%,?,-4,10%,6%,-6%
CCCCN(C(=O)c1cccc(S(=O)(=O)N2CCCC2)c1)c1c(N)n(CCC)c(=O)[nH]c1=O,nt,3%,-13%,nt,6%,nt,-8%

# Gathered by group, the entries above with an aryl thioether with sulfur outside any ring (four)
SMILES,Shiga inhibitor,Tb PYK inh,Pf growth 96h,Cycloheximide cs,HCV inh,LmPK inh,Pf growth 48h
CCCCN(C(=O)CSc1nn(-c2ccc(F)cc2)c(=S)s1)c1c(N)n(CCCC)c(=O)[nH]c1=O,nt,1%,13µM*,nt,?,nt,?
COCc1cc(Sc2c(Cl)cccc2Cl)nc(-c2ccccc2)n1,-44,-4%,?,-1,-16%,3%,-2%
CCCc1cc(=O)[nH]c(SCC(=O)N2CCC(C)CC2)n1,-7,-1%,36%[activator],-2,1%,-3%,7%
COc1ccccc1-c1nc(SCC(=O)N2CCC(C(N)=O)CC2)n[nH]1,nt,-6%,-47%,nt,7%,nt,-11%

# (cont.)
SMILES,Shiga inhibitor,Tb PYK inh,Pf growth 96h,Cycloheximide cs,HCV inh,LmPK inh,Pf growth 48h
NNC(=O)CSc1c(-c2cccs2)[nH]c2ccccc12,-8,-6%,-10%,1,-6%,0%,-17%
O=c1oc2cc(Br)ccc2n1CSC1=NCCS1,100*,-8%,-12%,34*,-10%,5%,?
CCOC(=O)CON1C(=O)C(C)(C)N(OCC(=O)OCC)C(=O)C1(C)C,34,-14%,?,-4,7%,1%,23%
CN(C)S(=O)(=O)c1ccc(C(=O)OCC2CCCO2)cc1 (configuration not stated),17,1%,2%,7,10%,3%,23%
Cn1c(N/N=C/c2cc3ccccc3nc2Cl)nc2ccccc21,78*,-22%,?,31,?,-4%,?
C=CCNc1nc2c(c(=O)n(C)c(=O)n2C)n1CCCCCC,-4,11%,10%,-1,?,3%,?
COc1cccc(-n2c(SCC(=O)NC3CCCC3)nnc2-c2ccco2)c1,25,1%,-2%,2,13%,4%,2.1µM*
CCn1cc(C(=O)NCC2CCCO2)c(=O)c2cc(S(=O)(=O)N3CCC(C)CC3)ccc21 (configuration not stated),-2,-2%,126%[activator],-3,4%,0%,?

# Compound activity deposited in PubChem by National Center for Advancing Translational Sciences (NCATS).
